# Compound activity: PubChem, several laboratories
# Peg3 promoter – reduces Peg3 promoter-driven luciferase expression in HeLa; actives 1.7% (n = 360,000); HeLa PEG-Prom luciferase reporter, luminescence, overnight; inhibition, % at 20 µM; AID 588405;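 active = inhibition of at least 50% at 20 µM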
# CaV13 ICDI inh – Primary screen for inhibitors of IQ motif and Ca2+-dependent inactivation inhibitor domain binding in CACNA1D, Förster resonance energy transfer in living cells, …; actives 0.098% (n = 340,000); inhibition, % at 12.3 µM; HEK cells, CFP/YFP FRET ICDI-IQ, plate reader, 10 min; percent FRET-ratio fall versus neutral wells;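 active = mean replicate inhibition of at least 30% and at least 1% of replicates passing that level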;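 note: 0% = median of the neutral control wells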
# hiPSC survival – increases survival of single human iPS cells | hiPSC single-cell survival, ATPlite luminescence; 100% = ROCK inhibitor wells, 0% = DMSO | AID 602274 | actives 0.044% (n = 360,000) | survival enhancement, % at 20 µM; in the data active = survival enhancement above about 18%;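 note: cells exposed to compounds for 16 hours before the ATP read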
# aDG glyco act – alpha-DG glycosylation activation; Pro5-aDG cells, alpha-DG glycosylation AlphaScreen (IIH6); 0% Pro5, 100% B10-LARGE cell signal; AID 624168; actives 0.22% (n = 360,000); activation, % at 10 µM;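 active = activation of at least 8% versus controls, or a plate z-score of at least 8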;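 note: Pro5 are CHO cells carrying HIG-tagged alpha-DG that lacks glycosylation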
# HIF-2a inh – inhibitors of HIF-2a | 786-0 RCC cells HIF-2a reporter, luciferase luminescence, overnight | inhibition, % at 18.8 µM | actives 0.72% (n = 360,000) | AID 624352;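 active = inhibition of the luminescence signal of 40% or more relative to plate controls, in a single-dose primary screen at 18.75 µM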
# NR2E3 ag-1 – activates human NR2E3 receptor | Q9Y5X4 | inhibition of corepressor binding, % at 3.98 µM | AID 602229 | actives 0.35% (n = 360,000) | CHO-S Gal4-NCOR/VP16-NR2E3 two-hybrid, luciferase;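 active = inhibition above the mean of all tested compounds plus 3 SD, cut at about 70% in these data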;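 note: 0% = DMSO with NR2E3 transfected cells and 100% = cells lacking NR2E3 construct; higher means lower luciferase signal from less NR2E3 corepressor binding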
# Target sequence (Q9Y5X4 whole entry, looked up, the tested form may be a part): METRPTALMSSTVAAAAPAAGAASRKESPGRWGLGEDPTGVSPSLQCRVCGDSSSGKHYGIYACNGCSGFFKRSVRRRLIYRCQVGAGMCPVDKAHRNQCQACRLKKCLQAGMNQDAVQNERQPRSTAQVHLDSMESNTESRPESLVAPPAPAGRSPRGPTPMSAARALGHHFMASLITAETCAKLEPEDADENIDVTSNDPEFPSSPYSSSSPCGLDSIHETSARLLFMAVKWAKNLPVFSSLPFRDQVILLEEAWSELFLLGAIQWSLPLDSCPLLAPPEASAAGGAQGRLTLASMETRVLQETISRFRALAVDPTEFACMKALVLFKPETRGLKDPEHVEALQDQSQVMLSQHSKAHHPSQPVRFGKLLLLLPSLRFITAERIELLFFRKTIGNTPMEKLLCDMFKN
# Vif imaging – inhibitors of HIV Vif. HEK293T cells, Vif self-association by quenched fluorescence, imaging, 24 h. inhibition, % at 7.49 µM. actives 0.35% (n = 340,000). AID 602346; in the data active = inhibition above about 50%, passing the limit was not always enough; note: some results filed as inactive read as strong as hits
# PDI inh – inhibitors of human protein disulfide isomerase; PDI insulin aggregation turbidity, A650, 90 min; inhibition, % at 10 µM; actives 0.052% (n = 350,000);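 active = mean inhibition across replicates of 30% or more, whatever share of single replicates reach that level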;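 note: absorbance from insulin aggregation driven by PDI reduction with DTT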
# Target sequence (P07237 whole entry, looked up): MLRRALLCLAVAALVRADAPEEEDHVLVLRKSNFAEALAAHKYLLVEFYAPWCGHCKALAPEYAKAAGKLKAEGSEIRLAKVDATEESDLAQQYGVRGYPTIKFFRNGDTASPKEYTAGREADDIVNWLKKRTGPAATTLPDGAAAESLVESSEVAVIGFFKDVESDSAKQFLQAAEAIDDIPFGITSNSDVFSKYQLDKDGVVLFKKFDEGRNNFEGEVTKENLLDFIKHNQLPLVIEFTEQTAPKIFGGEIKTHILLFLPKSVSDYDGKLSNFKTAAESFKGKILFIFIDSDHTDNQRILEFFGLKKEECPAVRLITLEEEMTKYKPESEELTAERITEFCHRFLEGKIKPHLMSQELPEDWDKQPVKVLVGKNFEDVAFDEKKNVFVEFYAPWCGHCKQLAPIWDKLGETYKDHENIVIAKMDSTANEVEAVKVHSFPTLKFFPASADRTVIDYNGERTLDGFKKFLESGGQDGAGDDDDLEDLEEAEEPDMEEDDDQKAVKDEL
# TRPM1 prom inh – MITF TRPM1 promoter inhibition in SK-MEL-5 cells. SK-MEL-5 TRPM1 promoter luciferase, 24 h. inhibition, % at 12.5 µM. actives 0.83% (n = 330,000);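 active = mean inhibition across replicates of 60% or more, whatever share of single replicates reaches that level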; note: values of inactives mirror those of a sister screen read the other way
# Granule exo inh – lytic granule exocytosis inhibition; TALL-104 LAMP-1 surface exposure, flow cytometry; cells stimulated with thapsigargin and PMA; AID 651702; actives 0.66% (n = 360,000); inhibition, % at 10 µM;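 active = inhibition above about 55%, limit read from the data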
# NR2E3 ag-2 – agonists of human nuclear receptor NR2E3 | Q9Y5X4 | GST-NR2E3/biotin-RetCOR TR-FRET, 1536-well | inhibition of corepressor binding, % at 4.78 µM | actives 0.12% (n = 320,000) | AID 2300;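 active = percent inhibition above the cutoff of mean plus 3 SD of all tested compounds, set per screening campaign, cut at about 20% in these data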;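 note: 0% = DMSO wells and 100% = biotin wells as full block of FRET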
#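 Test system – NR2E3–RetCOR corepressor complex · Quantity – NR2E3 fusion 1.35 nM · Buffer or medium – Tris pH 7.5 · Incubation – Compound–protein incubation for 5 h at 4 °C · Technique – TR-FRET, Eu(K)-anti-GST donor, streptavidin-D2 acceptor, ex 340, em 617/671 nm · Evaluation – percent inhibition of 671/617 nm emission ratio versus biotin and DMSO controls · Plate – 1536-well format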
# * hit, by the source's call; · = no result given.
SMILES,Peg3 promoter,CaV13 ICDI inh,hiPSC survival,aDG glyco act,HIF-2a inh,NR2E3 ag-1,Vif imaging,PDI inh,TRPM1 prom inh,Granule exo inh,NR2E3 ag-2
O=C1C2C3CC(C(Br)C3Br)C2C(=O)N1c1nccs1 (stereo unspecified),-3,-2,-0.5,0.0,11,8,0,7,·,2,2
COc1ccc(-n2ccnc2CN2CCCC(CO)(Cc3cccc(OC)c3)C2)cc1 (stereo unspecified),13,-6,0.8,1.6,18,10,1,-2,9,60*,2
COC(=O)C1CC(=O)N(Cc2ccccc2)C1 (stereo unspecified),3,-6,0.1,0.3,21,2,7,-3,-2,1,-2
CC(C)CN(C(=O)COC(=O)CNC(=O)c1ccccc1F)C1CCS(=O)(=O)C1 (stereo unspecified),11,0,-0.3,0.1,16,-7,1,5,-4,7,5
Cc1ccc(C(=O)Nc2ccc(Cl)cn2)cc1S(=O)(=O)N1CCOCC1,-46,-3,-0.5,-0.1,-60,-51,-4,6,-12,1,-2
CCN1C[C@@H]2[C@@H]3C(=O)N(Cc4ccccc4)C(=O)[C@@H]3[C@](Cc3ccccc3)(C1=O)N2C(=O)c1ccc(Cl)c(Cl)c1,17,-10,-1.4,0.2,18,-26,0,3,5,-3,·
OCCCn1c(C(CO)Nc2nc(-c3ccc(Cl)cc3)cs2)nc2ccccc21 (stereo unspecified),12,-11,0.1,0.0,11,21,·,3,4,8,1
CCOC(=O)C1=C(O)/C(=C/c2cn(CC(=O)NCC3CCCO3)c3ccccc23)SC1=Nc1ccc(C)cc1 (stereo unspecified),59*,·,-2.9,-0.6,-19,-2,94*,11,88*,-1,-2
O=C(NC1=NCCS1)c1sc2cc(Cl)cc(Cl)c2c1Cl,-57,-2,0.1,0.0,-96,-4,1,-26,3,2,-2
O=C(CSc1nnc(-c2cccnc2)n1CCN1CCCCC1)Nc1cccc(Cl)c1,15,-5,-1.3,-0.1,16,25,-19,13,5,-2,-3
Cc1cccc(NC(=O)c2nc[nH]c2C(=O)N[C@H](C)c2ccccc2)c1,30,4,0.0,0.2,9,-5,2,-6,2,14,-2
COCCNC(=O)C1CC2Cn3c(nc4cc(Cl)c(Cl)cc43)C2N1C (stereo unspecified),-21,-9,3.2,-0.1,-4,5,-2,9,-4,-1,-4
CCOc1cc(C#N)c(NC(=O)c2cccnc2)cc1OCC,7,0,1.1,-0.3,18,-53,3,3,18,5,4
O=C(O)CN1C(=O)/C(=C2\C(=O)N(Cc3ccccc3Cl)c3ccccc32)SC1=S,3,-19,-0.2,0.0,14,1,-7,-5,-6,-8,2
CCOC(=O)Cc1csc(SCc2nc3ccccc3c(=O)[nH]2)n1,3,-6,-0.1,1.6,14,4,2,1,10,-1,2
COc1cc(OC)cc(C(=O)NCC2CCCN(C(=O)c3csc(C(C)C)n3)C2)c1 (stereo unspecified),13,·,-0.2,0.0,0,-23,-6,11,10,10,·
Cc1[nH]n(-c2ccccc2)c(=O)c1C1(C(F)(F)F)C(=O)N(c2ccccc2)C2=C1C(=O)CC(C)(C)C2 (stereo unspecified),8,-11,-0.5,-0.1,-11,-24,-3,3,6,0,-4
COc1ccc(-c2ccc(C#N)c(OC(=O)c3c(Cl)cccc3Cl)n2)cc1,6,-6,0.0,0.0,7,13,8,2,5,11,1
Nc1ccc(C(=O)OCc2nc3ccccc3s2)cc1,-185,-4,1.3,0.0,-171,-46,-7,-2,-6,0,-2
Cc1cccc(/C=N/NC(=O)c2cc(Br)ccc2OCc2ccccc2)n1,46,-3,-0.6,-0.1,14,-26,-11,-1,19,36,5
O=C(O)c1ccccc1C(=O)OC1CC2CCC1C2 (stereo unspecified),-2,-5,-0.4,0.0,9,-1,2,2,·,14,·
CCCCN1CCC(CN2C(=O)C(=O)NC[C@@H]2Cc2ccccc2)CC1,-7,-9,-2.0,-0.2,-20,-5,5,-4,-13,-2,·
O=C(NC1(C(=O)NC2CCCC2)CCCCC1)c1ccc2c(c1)OCO2,9,-5,-2.2,-0.1,14,-3,6,-3,-16,1,-1
CCOC(=O)C(C)Oc1cccc2c(=O)n(CC(=O)N3CCc4ccccc43)ccc12 (stereo unspecified),8,7,-1.4,0.1,9,-4,-10,·,10,-1,2
COc1cccc(CN2C[C@]34C=C[C@@H](C[C@@H]3S2(=O)=O)O4)c1,-11,-5,0.1,-0.2,-3,-21,6,1,2,-3,-2
CC(C)(C)n1nnnc1C(c1ccccc1)N1CCN(c2ncccn2)CC1 (stereo unspecified),·,-5,-0.7,0.1,6,17,·,·,·,-5,·
CC(C)(C)C1CCc2c(sc3nc(SCC(=O)O)nc(N)c23)C1 (stereo unspecified),-83,-4,-0.6,0.0,55*,-1,10,5,-2,1,2
CN(C)Cc1csc(Nc2ccc(C(=O)c3ccccc3)cc2)n1,-16,-4,-2.7,0.9,-29,23,2,-1,·,7,·
Cc1ccc(S(=O)(=O)N2C[C@H]3C(=O)C[C@@H](c4ccc(Cl)cc4)N(S(=O)(=O)c4ccc(C)cc4)[C@H]3C[C@H]2c2ccc(Cl)cc2)cc1,-5,-4,-0.7,0.0,3,-22,·,·,·,-2,·
COc1cc(C(=O)NCCC(=O)NC2CCCCC2)cc(OC)c1OC,-5,-6,0.9,-0.1,15,19,-5,-4,9,-1,-2
Cc1cn(CC(=O)NCc2ccc(N(C)C)cc2)c(=O)[nH]c1=O,0,-5,-1.7,3.7,0,-10,-2,5,4,3,·
COC(=O)NNC(=O)C12CC3CC(CC(C3)C1)C2,18,-2,-2.4,-0.2,21,19,10,-6,0,-1,1
CCOC(=O)CC1=NN(c2ccccc2)C(=O)C1=c1sc(=C2SC(C)=C(C)N2CC)c(=O)n1CC,8,-14,-0.2,0.0,14,-32,9,6,4,0,·
CCN(c1ccccc1)S(=O)(=O)c1cc(NC(=O)Nc2ccccc2C#N)ccc1Cl,33,-19,2.1,0.6,26,16,1,5,-8,1,0
O=C1CSC(=S)N1c1cccc(Br)c1,26,-20,-0.8,0.0,22,13,0,15,11,-9,-3
Cc1cccc(C)c1NC(=O)CSc1nnc([C@@H]2CCCN2C(=O)OC(C)(C)C)o1,2,-5,-0.6,0.1,16,-1,3,2,-8,-1,2
CC(=O)Nc1cc2c3c(c1)CCN3C(=O)CC2,-9,-16,-0.6,0.0,8,5,-3,-4,-6,-4,-2
O=C(Nc1cccnc1)c1ccc(N2CCOCC2)c([N+](=O)[O-])c1,-22,-2,0.8,-0.1,-15,-6,-6,0,-7,-1,·
CC1(C)CC(=NO)CC(C)(C)N1,19,-4,0.2,0.0,20,2,-18,-10,8,0,-4
COc1ccc(N2C(=O)CSC23C(=O)N(CC(=O)NC2CCCC2)c2ccccc23)cc1 (stereo unspecified),7,-7,-0.3,0.0,7,-20,6,-1,2,0,-2

# Part of the list above, reduced to Granule exo inh.
structure | Granule exo inh
Cc1[nH]n(-c2ccccc2)c(=O)c1C1(C(F)(F)F)C(=O)N(c2ccccc2)C2=C1C(=O)CC(C)(C)C2 (stereo unspecified) | 0
COc1ccc(-c2ccc(C#N)c(OC(=O)c3c(Cl)cccc3Cl)n2)cc1 | 11
Nc1ccc(C(=O)OCc2nc3ccccc3s2)cc1 | 0
Cc1cccc(/C=N/NC(=O)c2cc(Br)ccc2OCc2ccccc2)n1 | 36
O=C(O)c1ccccc1C(=O)OC1CC2CCC1C2 (stereo unspecified) | 14

# (further entries)
SMILES,Peg3 promoter,CaV13 ICDI inh,hiPSC survival,aDG glyco act,HIF-2a inh,NR2E3 ag-1,Vif imaging,PDI inh,TRPM1 prom inh,Granule exo inh,NR2E3 ag-2
Cc1ccc(C)c(NC(=S)NNC(=O)c2csc3c2CCC(C)C3)c1 (stereo unspecified),-41,-8,-1.0,0.1,-80,-21,·,0,3,-5,1
CC(=O)Nc1ccccc1NC(=O)c1ccc2c(c1)OCO2,9,-10,4.2,-0.1,12,-7,3,6,·,1,·
CCCc1cc(=O)oc2cc(OCC(=O)NCCc3c[nH]c4ccc(OC)cc34)ccc12,9,·,0.1,0.5,11,-26,-6,·,-4,-2,-3
O=C(Cn1nnc(-c2ccccc2)n1)N/N=C/c1cccc([N+](=O)[O-])c1O,10,2,1.4,0.2,17,10,2,1,18,5,0
O=C(Cn1cnc2c(cnn2-c2ccccc2)c1=O)N1CCN(c2ccc(F)cc2)CC1,19,-4,-0.8,-0.1,-2,-27,-2,-6,4,1,5
COc1ccccc1CNS(=O)(=O)c1ccc2c(c1)NC(=O)CS2,14,-2,0.0,0.3,-7,-9,-1,-6,13,-6,2
C=CCNC(=O)c1onc(CSc2ccc(C)c(C)c2)c1C(=O)O,8,-9,-0.7,0.0,6,10,-4,3,6,6,0
CCCCOC(=O)C1=C(C)NC2=C(C(=O)CCC2)C1c1cc(OC)ccc1OC (stereo unspecified),6,-6,6.2,-0.2,16,-25,-10,4,4,-2,2

# Two compounds drawn at random from those above:
SMILES,Peg3 promoter,CaV13 ICDI inh,hiPSC survival,aDG glyco act,HIF-2a inh,NR2E3 ag-1,Vif imaging,PDI inh,TRPM1 prom inh,Granule exo inh,NR2E3 ag-2
COc1ccc(-n2ccnc2CN2CCCC(CO)(Cc3cccc(OC)c3)C2)cc1 (stereo unspecified),13,-6,0.8,1.6,18,10,1,-2,9,60*,2
O=C(O)c1ccccc1C(=O)OC1CC2CCC1C2 (stereo unspecified),-2,-5,-0.4,0.0,9,-1,2,2,·,14,·
